Bioassay records as filed in PubChem.
STEP block: STEP (human) phosphatase inhibition. P54829. recombinant STEP, OMFP fluorogenic substrate, fluorescence. inhibition, % at 20 µM. 360,000 tested, 0.25% active. AID 588621;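 active means inhibition at 20 µM, scaled per plate between control wells, above about 37%, limit read from the data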;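 further: 0% = DMSO with enzyme and substrate and 100% = substrate only without enzyme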
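System: isolated STEP enzyme; schedule: 20 min enzyme reaction at room temperature, protected from light; medium: Bis-Tris buffer pH 6.0, 2.5 mM DTT, 0.005% Tween 20; signal: fluorescence, 480/540 nm; dosing: single compound dose of 20 µM, 1% DMSO final; also added: OMFP substrate, 25 µM final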
DNMT1 block: inhibitors of human DNMT1. P26358. DNMT1 molecular beacon, Hinp1I cleavage, fluorescence. inhibition (reported as % activation of signal), % at 10 µM. 360,000 tested, 0.83% active. AID 588458; in the data active means inhibition above about 50%
Scp-1 inhibitor: inhibitors of human Scp-1 phosphatase. Recombinant Scp1, phosphopeptide, malachite green phosphate absorbance. inhibition, % at 20 µM. 340,000 tested, 0.88% active;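 active means inhibition above about 50% at 20 µM, limit read from the data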;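 further: plate controls were DMSO wells with enzyme for no effect and wells lacking enzyme for full effect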
Target sequence (Q9GZU7 76-261 limits assumed): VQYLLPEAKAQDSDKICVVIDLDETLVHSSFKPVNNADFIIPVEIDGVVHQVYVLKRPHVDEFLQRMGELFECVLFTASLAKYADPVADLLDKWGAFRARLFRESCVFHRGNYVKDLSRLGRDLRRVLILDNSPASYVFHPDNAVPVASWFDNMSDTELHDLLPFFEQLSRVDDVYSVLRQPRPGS
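Test system: SCP-1 phosphatase catalytic domain, residues 76-261; measured by: colorimetric phosphate reagent with accelerator and stabiliser, absorbance at 630 nm; timing: enzyme reaction 45 min at room temperature, colour 5 min, stabilisation 30 min; also added: Phosphorylated 17-residue peptide substrate; compound dosing: one concentration, 20 µM, with 1.0% DMSO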
NadD inh: inhibitors of Staphylococcus aureus NadD | inhibition, % at 20 µM | purified NadD enzyme, colorimetric absorbance read-out | 360,000 tested, 0.78% active; in the data active means inhibition above about 26%; further: some compounds past the cut are filed as inactive
Neddyl block: inhibitors of human cullin neddylation. 360,000 tested, 0.58% active. calls only at 25 µM. TR-FRET cullin neddylation, biochemical. P61081+Q13564; in the data active means inhibition above about 36%
Rpn11 block: inhibitors of human proteasome Rpn11 | AID 588493 | O00487 | human 26S proteasome, Ub4-pepOG fluorescence polarization; 20S core pre-blocked with epoxomicin | calls only at 20 µM | 360,000 tested, 0.59% active;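 active means inhibition at 20 µM, scaled to each plate's controls, above about 33%, limit read from the data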
Target sequence (O00487 whole entry, looked up): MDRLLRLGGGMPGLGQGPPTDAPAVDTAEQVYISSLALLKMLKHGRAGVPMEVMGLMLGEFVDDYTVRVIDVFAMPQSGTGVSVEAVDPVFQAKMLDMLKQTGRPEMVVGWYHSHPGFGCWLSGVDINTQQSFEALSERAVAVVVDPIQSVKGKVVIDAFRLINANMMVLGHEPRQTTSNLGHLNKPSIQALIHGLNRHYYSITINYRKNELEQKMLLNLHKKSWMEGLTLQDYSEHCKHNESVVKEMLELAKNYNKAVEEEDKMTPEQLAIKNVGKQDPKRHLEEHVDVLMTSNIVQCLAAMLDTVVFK
LMPTP block: LMPTP (human) inhibition | P24666 | recombinant LMPTP-A, OMFP fluorogenic substrate, fluorescence intensity | inhibition, % at 20 µM | 360,000 tested, 0.22% active | AID 651560;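 active means compounds that cut the enzyme signal by at least half of the control window in the single-dose screen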;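 further: plate controls were DMSO wells with enzyme plus substrate for no effect and substrate without enzyme for full effect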
Target sequence (P24666 whole entry, looked up): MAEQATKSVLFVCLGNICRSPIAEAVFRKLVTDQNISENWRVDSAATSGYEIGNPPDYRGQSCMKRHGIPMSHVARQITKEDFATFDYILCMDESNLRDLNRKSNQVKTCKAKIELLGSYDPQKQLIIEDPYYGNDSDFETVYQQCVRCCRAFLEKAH
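Assay system: LMPTP-A enzyme. Input: 0.625 nM LMPTP-A final. Probe or stimulus: 400 µM OMFP. Compound dosing: single 20 µM dose. Schedule: 50 min dark incubation at room temperature. Detection: fluorescence intensity of OMFP turnover product. Read-out: percent inhibition versus substrate-only and uninhibited controls. Benchmarks: no-enzyme low control, uninhibited high control.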
CSN inh: inhibitors of human CSN-mediated cullin deneddylation; inhibition, % at 12.5 µM; Purified CSN, SCF-Nedd8-OG deneddylation, fluorescence polarization; 360,000 tested, 0.38% active; AID 651999;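 active means pattern-corrected inhibition above about 35%, with an unprinted fluorescence ratio check between 0.5 and 1.5, limit read from the data, passing the limit was not always enough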;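 further: 0% = enzyme with substrate and 100% = substrate without enzyme; some results filed as inactive read as strong as hits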
Target sequence (Q92905 whole entry, looked up, one chain of several): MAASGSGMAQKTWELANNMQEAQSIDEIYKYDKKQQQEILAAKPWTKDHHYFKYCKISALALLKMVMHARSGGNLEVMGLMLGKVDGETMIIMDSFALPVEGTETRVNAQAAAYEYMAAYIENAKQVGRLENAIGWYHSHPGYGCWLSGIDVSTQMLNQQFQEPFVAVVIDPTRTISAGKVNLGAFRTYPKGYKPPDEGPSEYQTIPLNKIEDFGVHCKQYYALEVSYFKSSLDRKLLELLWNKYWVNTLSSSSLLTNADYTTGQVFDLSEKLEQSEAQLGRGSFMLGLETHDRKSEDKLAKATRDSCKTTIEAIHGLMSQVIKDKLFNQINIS
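Test system: Human Csn5 produced in HEK293T cells | Compound: 12.5 µM single point | Times: 90 min, room temperature | Signal: Fluorescence polarization readout | Read-out basis: % inhibition of substrate cleavage by Csn5 | Controls: no-enzyme wells high, enzyme-with-substrate wells low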
Rin1-Abl PPI inh: blocks binding of human Rin1 to Abl. AID 588664. 360,000 tested, 0.4% active. P00519+Q13671. TR-FRET Rin1/Abl binding, biochemical. inhibition, % at 7.35 µM; in the data active means inhibition above about 5%, passing the limit was not always enough
SUMO1-SIM PPI: SUMO1-SIM interaction modulation; P63165; SUMO1 binding to a labelled peptide, TR-FRET, 1 h; inhibition, % at 20 µM; 360,000 tested, 0.33% active; AID 602429; in the data active means inhibition above about 37%
* hit, by the source's call; i = inactive; . = not tested or not shown.

SMILES | STEP block | DNMT1 block | Scp-1 inhibitor | NadD inh | Neddyl block | Rpn11 block | LMPTP block | CSN inh | Rin1-Abl PPI inh | SUMO1-SIM PPI
CCNC(=O)CN1c2cccc3cccc(c23)S1(=O)=O | -2 | -2 | 11 | 4 | i | i | 2.2 | 2 | -4 | -2
COC(=O)C1=C(N)c2ccccc2C1(C#N)c1ccccc1 (centres undefined) | -2 | -1 | -8 | 3 | . | i | 0.5 | -3 | 0 | -4
Cc1c(C(=O)Nc2ccccc2F)sc2ncn(CC(=O)N3CCCCC3)c(=O)c12 | -2 | -2 | 1 | 6 | i | i | -1.9 | -6 | -1 | -8
COc1ccccc1OCCCC(=O)Nc1nnc(C2CCCO2)s1 (centres undefined) | 0 | 4 | -2 | -1 | i | i | -1.3 | -2 | 3 | 0
O=C(O)c1cc(-c2ccc(-c3ccc(F)cc3)o2)nc2ccccc12 | 4 | 4 | 3 | -1 | i | i | -1.8 | 5 | -3 | -9
CSc1cccc(NC(=S)NC(=O)CCc2ccccc2)c1 | 4 | -1 | -20 | -2 | i | i | 3.4 | 3 | -2 | 38*
Cc1ccc(-n2[nH]c(C)c(C=Nc3ccc(S(=O)(=O)Nc4nccs4)cc3)c2=O)cc1C | 2 | -10 | -5 | 42* | i | i | 3.4 | -1 | 1 | 12
Cc1cccc(C(=O)N2CCNC(=O)C2CC(=O)Nc2cccc(Cl)c2)c1 (centres undefined) | -2 | 2 | -8 | 1 | i | i | -1.4 | 0 | 0 | 9
COc1ccc(-c2csc(-c3[nH]cnc3N)n2)cc1 | 2 | -13 | -12 | 14 | i | i | 0.4 | 10 | 1 | 3
CC(C)N(C(=O)CSc1ncnc2sc(-c3ccccc3)cc12)C(C)C | -2 | -1 | -3 | -2 | i | i | 1.2 | 0 | 1 | -4
O=C(c1ccc(F)cc1)C1CCN(C(=O)c2ccccc2)CC1 | 0 | -1 | -6 | -4 | i | i | -1.2 | 5 | 2 | 1
COc1cccc(N2CCN(C(=O)c3ccc(CS(=O)Cc4ccccc4Cl)o3)CC2)c1 (centres undefined) | -2 | -4 | 7 | -6 | i | i | -0.2 | -2 | 1 | 3
CCn1c(SCC(=O)Nc2cc(C)on2)nc2sc3c(c2c1=O)CCCC3 | 2 | 48 | -4 | 1 | i | i | 0.8 | 3 | -10 | 0
CC1CCCN(c2ccc(F)cc2N)C1 (centres undefined) | -4 | -2 | -5 | -4 | i | i | -0.2 | 0 | 3 | -1
CCN(CC)C(=O)N1CCC(NC(=O)c2ccc(C(C)(C)C)cc2)CC1 | -2 | 0 | -5 | -1 | i | i | -1.0 | 1 | 2 | 2
CC(NC(=O)c1ccc(Cl)cc1)C(=O)NC1=NCCS1 (centres undefined) | -23 | 6 | -7 | -2 | i | i | -0.1 | -2 | -1 | -1
Cn1cc(Br)c(C(=O)NC2CCCCC2)n1 | -1 | 4 | -4 | -1 | i | i | -2.8 | -4 | 1 | 3
O=[N+]([O-])c1cc(C=NN2CCCCCC2)ccc1Cl | 2 | 3 | 0 | 2 | i | i | 1.3 | -2 | 2 | -14
O=C(CCc1ccc(S(=O)(=O)N2CCOCC2)cc1)N/N=C/c1ccc(F)cc1F | -1 | 5 | 2 | -2 | i | i | -1.6 | -6 | 3 | -4
O=C(COC(=O)c1cc([N+](=O)[O-])ccc1NCCO)Nc1cccnc1Cl | 0 | 2 | -10 | -1 | i | i | -1.8 | -1 | -2 | -27
O=C1CSc2ccccc2N1 | -4 | -2 | 8 | 2 | i | i | -0.1 | -7 | 1 | -1
Cc1ccc(-n2[nH]c(C)c(/C=N/c3ccccn3)c2=O)cc1 | -2 | -1 | -9 | -1 | i | i | -0.3 | 1 | -1 | -16
O=C(N/N=C/c1ccc(Cl)cc1)c1nc2ccc([N+](=O)[O-])cc2c(=O)[nH]1 | 20 | 15 | 1 | 43* | i | i | 20 | 57* | 1 | 1
Cc1ccccc1Cc1n[nH]c(=S)n1N | -4 | 2 | 1 | 1 | i | i | -2.0 | -3 | -1 | 0
CN(Cc1cccs1)C(=O)Cn1cnc2cc([N+](=O)[O-])ccc2c1=O | -2 | -7 | -3 | -6 | i | i | 0.7 | -3 | 3 | -15

An excerpt of these results, with values ahead of the structure.
STEP block	DNMT1 block	Scp-1 inhibitor	NadD inh	Neddyl block	Rpn11 block	LMPTP block	CSN inh	Rin1-Abl PPI inh	SUMO1-SIM PPI	Molecule
-4	-2	-5	-4	i	i	-0.2	0	3	-1	CC1CCCN(c2ccc(F)cc2N)C1 (centres undefined)
-2	0	-5	-1	i	i	-1.0	1	2	2	CCN(CC)C(=O)N1CCC(NC(=O)c2ccc(C(C)(C)C)cc2)CC1
-23	6	-7	-2	i	i	-0.1	-2	-1	-1	CC(NC(=O)c1ccc(Cl)cc1)C(=O)NC1=NCCS1 (centres undefined)
-1	4	-4	-1	i	i	-2.8	-4	1	3	Cn1cc(Br)c(C(=O)NC2CCCCC2)n1
2	3	0	2	i	i	1.3	-2	2	-14	O=[N+]([O-])c1cc(C=NN2CCCCCC2)ccc1Cl
-1	5	2	-2	i	i	-1.6	-6	3	-4	O=C(CCc1ccc(S(=O)(=O)N2CCOCC2)cc1)N/N=C/c1ccc(F)cc1F
0	2	-10	-1	i	i	-1.8	-1	-2	-27	O=C(COC(=O)c1cc([N+](=O)[O-])ccc1NCCO)Nc1cccnc1Cl
-4	-2	8	2	i	i	-0.1	-7	1	-1	O=C1CSc2ccccc2N1
-2	-1	-9	-1	i	i	-0.3	1	-1	-16	Cc1ccc(-n2[nH]c(C)c(/C=N/c3ccccn3)c2=O)cc1
20	15	1	43*	i	i	20	57*	1	1	O=C(N/N=C/c1ccc(Cl)cc1)c1nc2ccc([N+](=O)[O-])cc2c(=O)[nH]1
-4	2	1	1	i	i	-2.0	-3	-1	0	Cc1ccccc1Cc1n[nH]c(=S)n1N

(listing goes on)
SMILES | STEP block | DNMT1 block | Scp-1 inhibitor | NadD inh | Neddyl block | Rpn11 block | LMPTP block | CSN inh | Rin1-Abl PPI inh | SUMO1-SIM PPI
N=C1S/C(=C\c2ccccc2F)C(=O)N1c1ccc(F)cc1 | 18 | 60* | 87* | 18 | i | i | 38 | -1 | 0 | -3
O=C(NCC(c1cccnc1)N1CCN(c2ccccc2F)CC1)OCc1ccccc1 (centres undefined) | -2 | 19 | -2 | 6 | i | i | 0.4 | 0 | -1 | -5
Cc1[nH]c2ccccc2c1-c1csc(NC(=O)CN2CCOCC2)n1 | 0 | -3 | -2 | 3 | i | i | 0.1 | -2 | -1 | 4
O=C(NC12CC3CC(CC(C3)C1)C2)c1ccc(-c2ccc(Cl)cc2)o1 | 2 | -5 | -12 | 0 | i | i | 5.7 | 5 | -1 | -2
CC(=O)C1=C(c2ccccc2)NC(=O)NC1c1ccccc1 (centres undefined) | -1 | -1 | -2 | 4 | i | i | -0.7 | -1 | 0 | 3
O=C(COC(=O)C1(c2ccc(Cl)cc2)CCCC1)NCc1ccco1 | 1 | -1 | -10 | -14 | i | i | 0.9 | -3 | -2 | 3
Cc1cccc(C)c1-n1nnnc1C(c1ccnc2ccccc12)N1CCN(c2ccccc2F)CC1 (centres undefined) | . | . | . | 18 | i | . | -1.1 | -5 | . | -2
COc1ccccc1Oc1ccc(S(=O)(=O)N2CCCCC2)cc1NC(=O)CCNC(C)=O | -1 | -3 | -1 | 4 | i | i | -0.6 | -2 | 4 | 4
CN(C)c1ccc(NC(=O)CN2CCC(C(=O)c3ccc(F)cc3)CC2)cc1 | -1 | 2 | -6 | 0 | i | i | -1.4 | -2 | -4 | -4
Cc1ccc(S(=O)(=O)N2CCN(C(=O)CN3CCc4ccccc4C3)CC2)cc1 | 2 | 0 | 0 | 3 | i | i | -1.5 | 3 | 2 | 1
COc1cc(/C=C/C(=O)N(Cc2ccccc2)c2ccccn2)cc(OC)c1OC | -3 | 53* | -5 | -4 | i | i | -0.4 | -8 | -4 | 1
Cc1ccc(S(=O)(=O)c2nc(C)oc2N2CCOCC2)cc1 | 0 | 1 | -6 | 4 | i | i | 0.1 | -1 | 3 | 2
COc1ccc(CC(=O)N2CCC(CCC(=O)Nc3ccccc3)CC2)cc1 | 1 | 1 | -7 | -7 | i | i | 1.0 | 0 | 2 | 1
O=C(Cc1cccs1)Nc1nnc(SCc2ccc(C(F)(F)F)cc2)s1 | 0 | 13 | -3 | -26 | i | i | -1.5 | -7 | -2 | 1
C[C@@H]1CN([C@@H](C)CO)C(=O)CCCn2nncc2CO[C@H]1CN(C)Cc1cccnc1 | -5 | 2 | . | -3 | i | i | -4.6 | -4 | -3 | 3
COc1ccc(N/C=C/C(=O)C(F)(F)F)cc1 | 0 | -8 | 1 | -2 | i | i | -1.1 | -13 | 2 | -14
COc1ccc(NC(=O)c2nn(C)c3c2CS(=O)(=O)c2ccccc2-3)cc1 | -3 | 3 | -3 | 1 | i | i | -0.8 | 2 | 1 | -5
O=C(O)c1ccc(COc2ccc3ccccc3c2)o1 | 0 | 2 | -4 | -7 | i | i | -2.8 | -1 | 0 | -3
O=C(CSc1nc2ccccc2c(=O)n1NC(=O)Cc1ccccc1)NCCc1ccccc1 | 1 | -6 | -6 | 7 | i | i | -0.7 | -2 | -3 | 4
COC(=O)c1cc(NC(=O)C2(S(=O)(=O)c3ccc(Cl)cc3)CC2)cc(C(=O)OC)c1 | 1 | 2 | -16 | -10 | i | i | 1.3 | 7 | -4 | 1
O=C(COC(=O)/C=C/c1cnc2ccccc2n1)NCC(F)(F)F | 1 | 2 | -2 | 0 | i | i | 0.0 | 2 | -3 | -5
Cc1cc(C)nc(SCc2nnc(SCC(N)=O)n2Cc2ccco2)n1 | 2 | 2 | 3 | -4 | i | i | -1.2 | -3 | 2 | -3
CCOC(=O)COc1cc2oc(=O)cc(C)c2cc1[N+](=O)[O-] | 0 | -2 | -2 | -4 | i | i | -1.1 | 0 | -3 | -23
O=C(COC(=O)c1cc(-c2cccc3ccccc23)nc2ccccc12)NC1CCS(=O)(=O)C1 (centres undefined) | -3 | -6 | 2 | -6 | i | i | 1.0 | -20 | -28 | -16
O=Cc1cccc(OC(=O)/C=C/c2ccco2)c1 | 48* | 92* | 69* | 0 | i | i | 33 | 28 | 0 | 12

Some of these compounds in order of the DNMT1 block value, ascending.
SMILES | STEP block | DNMT1 block | Scp-1 inhibitor | NadD inh | Neddyl block | Rpn11 block | LMPTP block | CSN inh | Rin1-Abl PPI inh | SUMO1-SIM PPI
O=C(O)c1ccc(COc2ccc3ccccc3c2)o1 | 0 | 2 | -4 | -7 | i | i | -2.8 | -1 | 0 | -3
O=C(NCC(c1cccnc1)N1CCN(c2ccccc2F)CC1)OCc1ccccc1 (centres undefined) | -2 | 19 | -2 | 6 | i | i | 0.4 | 0 | -1 | -5
N=C1S/C(=C\c2ccccc2F)C(=O)N1c1ccc(F)cc1 | 18 | 60* | 87* | 18 | i | i | 38 | -1 | 0 | -3
